TcdB inh = TcdB glycohydrolase inhibitors, primary screen, biochemical, single point, plate reader; TcdB glycohydrolase enzymatic assay; Toxin B (Clostridioides difficile), P18177; inhibition, % at 9.99 µM; actives 0.24% (n = 350,000); in the data active = inhibition above about 10%
Vc quorum ag = inducers of Vibrio cholerae quorum light production without autoinducers, primary screen, BH1578 luxS cqsA deficient, single point. V. cholerae BH1578 lux reporter, luminescence, 6 h. activation, % at 18.7 µM. actives 0.16% (n = 350,000). AID 588436, 2011; in the data active = activation mostly above about 9.7%, no sharp cut-off; note: not every result past the cut was called active; inactives centre near 0; reference of the scale not given here
Rv3671c protease = Rv3671c serine protease inhibitors, primary screen, biochemical, fluorescence polarization, M. tuberculosis H37Rv | P9WHR9 | inhibition, % at 5.96 µM | actives 0.048% (n = 320,000); in the data active = inhibition above about 38%;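 note: extracellular domain of Rv3671c used as enzyme; 0% = enzyme with DMSO and 100% = no enzyme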
DUSP3 inh = VHR1 phosphatase inhibitors, primary screen, biochemical, absorbance, uHTS; recombinant VHR phosphatase, pNPP absorbance; inhibition, % at 13.3 µM; actives 0.52% (n = 290,000); AID 1654, 2009; in the data active = inhibition above about 50%; note: some compounds called inactive have numbers as strong as hits
Target sequence (P51452 whole entry, looked up): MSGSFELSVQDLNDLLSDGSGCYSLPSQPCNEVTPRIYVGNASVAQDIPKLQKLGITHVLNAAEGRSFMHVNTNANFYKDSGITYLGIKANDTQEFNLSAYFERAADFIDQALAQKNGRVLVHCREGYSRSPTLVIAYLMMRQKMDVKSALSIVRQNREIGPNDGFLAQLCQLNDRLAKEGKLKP
PfHsp40 rescue = rescue of yeast from PfHsp40 toxicity, primary screen, S. cerevisiae, ATP luminescence; S. cerevisiae expressing PfHsp40, growth rescue; growth rescue, % at 12.5 µM; actives 0.68% (n = 340,000); AID 504582, 2011; in the data active = growth rescue above about 28%, passing the limit was not always enough;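 note: yeast W303a lacking pdr1 and pdr3 grown in galactose medium; growth measured after three days at 30 °C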
Y pestis TopoI = Yersinia pestis topoisomerase I inhibitors, primary screen, biochemical, cleavage product accumulation, plate reader, single point | Y. pestis Topo-I cleavage product accumulation | actives 0.064% (n = 360,000) | DNA topoisomerase I (Yersinia pestis CO92) | AID 504884, 2011 | activity, % at 10 µM; in the data active = activity above about 50%, passing the limit was not always enough; note: inactives centre near 2
SSB-PriA inh = inhibitors of Klebsiella pneumoniae PriA binding to SSB C-terminal tail, primary screen, biochemical, AlphaScreen | actives 0.6% (n = 430,000) | inhibition, % at 33 µM | AlphaScreen SSBct-PriA binding, biotinylated peptide; in the data active = inhibition mostly above about 37%, no sharp cut-off; inactive = mostly below about 20%;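 note: plate controls were negative control peptide for no effect and reference peptide for full effect; strong numbers were not always called active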
SARS 3CLpro inh = SARS-CoV 3CLpro protease inhibitors, primary screen, biochemical, quenched FRET; inhibition, % at 6 µM; recombinant SARS-CoV 3CLpro, quenched FRET peptide cleavage; Replicase polyprotein 1ab (Severe acute respiratory syndrome coronavirus), P0C6X7; actives 0.14% (n = 290,000); in the data active = inhibition above about 12%
Anthrax LF prot = Bacillus anthracis LF protease inhibitors, primary screen, biochemical, multiplex microsphere, MLPCN library; actives 0.12% (n = 360,000); inhibition, % at 10 µM; multiplex microsphere protease cleavage assay; AID 588501, 2011; in the data active = inhibition above about 30%; note: plate controls were buffer without enzyme for full effect and enzyme alone for no effect
Target sequence (P15917 whole entry, looked up): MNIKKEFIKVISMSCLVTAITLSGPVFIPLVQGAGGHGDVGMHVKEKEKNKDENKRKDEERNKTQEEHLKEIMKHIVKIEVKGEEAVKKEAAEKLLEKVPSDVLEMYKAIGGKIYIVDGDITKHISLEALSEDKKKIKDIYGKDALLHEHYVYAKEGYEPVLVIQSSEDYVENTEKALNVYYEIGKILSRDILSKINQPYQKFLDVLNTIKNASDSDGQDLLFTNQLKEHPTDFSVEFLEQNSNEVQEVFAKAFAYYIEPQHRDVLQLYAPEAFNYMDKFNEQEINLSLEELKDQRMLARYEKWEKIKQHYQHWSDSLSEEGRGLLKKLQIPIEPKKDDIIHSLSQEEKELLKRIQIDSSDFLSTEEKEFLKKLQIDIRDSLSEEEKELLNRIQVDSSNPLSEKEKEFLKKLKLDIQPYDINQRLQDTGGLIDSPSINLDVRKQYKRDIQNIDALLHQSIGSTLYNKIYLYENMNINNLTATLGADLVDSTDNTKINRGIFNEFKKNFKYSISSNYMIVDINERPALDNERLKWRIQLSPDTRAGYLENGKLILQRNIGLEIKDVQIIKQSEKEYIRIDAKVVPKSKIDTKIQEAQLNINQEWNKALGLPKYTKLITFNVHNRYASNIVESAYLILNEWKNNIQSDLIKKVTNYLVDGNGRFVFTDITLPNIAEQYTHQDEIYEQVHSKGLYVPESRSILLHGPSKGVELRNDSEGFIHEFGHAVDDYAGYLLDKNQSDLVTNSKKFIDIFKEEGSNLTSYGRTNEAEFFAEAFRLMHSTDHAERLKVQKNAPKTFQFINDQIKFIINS
MazEF act = activators of E. coli MazEF toxin-antitoxin RNase, primary screen, biochemical, fluorescence, uHTS. Endoribonuclease toxin MazF (Escherichia coli (strain K12)), P0AE70. actives 0.32% (n = 350,000). FAM/BHQ RNA-DNA oligo cleavage fluorescence, 5 h. activation, % at 20 µM; in the data active = activation above about 50%
Active calls of the source: *; i = inactive; x = no result given; & = joins results of further samples. Only part of the results is shown, so the mix of outcomes need not match the whole.

SMILES | TcdB inh | Vc quorum ag | Rv3671c protease | DUSP3 inh | PfHsp40 rescue | Y pestis TopoI | SSB-PriA inh | SARS 3CLpro inh | Anthrax LF prot | MazEF act
COCCNC(=O)CSc1nc2cc(OC)c(OC)cc2c(=O)n1Cc1ccco1 | x | -0.1 | -9 | 10 | 0.1 | 4 | -1 | -12 | -2 | 11
COc1ccc(NC(=O)C(C)Sc2nnc3c4c(nc(-c5ccc(OC)cc5)n23)CC(C)(C)OC4)cc1 (stereo not drawn) | x | -0.1 | -2 | -13 | -2.0 | -1 | -1 | 3 | -2 | 9
Cc1cccc(N2CCN(CC(=O)Nc3ccc(S(=O)(=O)N4CCOCC4)cc3)CC2)c1C | 0.4 | -1.7 | -12 | 9 | 0.2 | -5 | 2 | -2 | -1 | 2
CCC(=O)N1CCc2cc(Br)cc(S(=O)(=O)NCCN3CCCCC3CC)c21 (stereo not drawn) | x | i | -4 | 3 | 0.7 | 1 | 10 | -3 | 2 | 4
Cc1ccc(-c2c(NC(=O)C(C)C)n(C)c3ccccc3c2=O)cc1 | -0.9 | i | x | 15 | -0.2 | -6 | -3 | 2 | 3 | 2
CCOc1ccc(/C(O)=C2/C(=O)C(=O)N(CC3CCCO3)C2c2ccco2)cc1 (stereo not drawn) | x | 6.7 | 0 | 18 | 0.3 | 4 | x | 0 | -2 | 3
O=C(Nc1nc2nccc(-c3ccccc3)n2n1)c1ccc(F)cc1 | x | i | 2 | 5 | 0.9 | -2 | -9 | 3 | 0 | -34
Cc1ccc(OCC(=O)O/N=C(\N)Cc2ccc(Cl)cc2)cc1 | x | i | 4 | 18 | -1.8 | 18 | i | -4 | -3 | -4
CCOC(=O)C(Cc1ccccc1)NS(=O)(=O)c1ccc(NC(C)=O)cc1 (stereo not drawn) | x | i | 1 | 35 | -0.2 | 0 | -3 | -4 | 5 | 2
COc1ccc([N+](=O)[O-])cc1N(CC(=O)Nc1ccccc1C(=O)N1CCOCC1)S(C)(=O)=O | -0.1 | 3.6 | -6 | 30 | 0.0 | 4 | -10 | 2 | -2 | 7
CS(=O)(=O)N(CC(=O)NCCSCc1cccc(Cl)c1)c1ccc2c(c1)OCO2 | x | i | 3 | 3 | 0.8 | 12 | -4 | 2 | -2 | -6
O=S(=O)(c1ccccc1Br)N1CCN(c2ncccn2)CC1 | 0.1 | 0.0 | 4 | 1 | 1.1 | 7 | 3 | -3 | 3 | 6
CCN1CCc2c(sc(NC(=O)COc3ccccc3)c2C(=O)OC)C1 | 0.4 | i | -3 | 8 | -0.4 | 18 | -2 | -10 | -4 | -11
CCn1c(SCC(=O)N/N=C/c2ccc(C)o2)nnc1-c1ccccc1 | x | i | 3 | -1 | 0.1 | -8 | x | 1 | -2 | 2
Cc1cc2c(N=NC(=O)CCc3ccccc3)c(O)[nH]c2cc1Br | x | -1.9 | -8 | -1 | -0.2 | -5 | 16 | 6 | -3 | -7
COc1ccc(S(=O)(=O)N(CC(=O)NCC2CCCO2)c2ccccc2)cc1OC (stereo not drawn) | x | -5.6 | 7 | 21 | -0.7 | -4 | -3 | 0 | -5 | -8
Cc1cc(C2C(C#N)=C(N)SC(N)=C2C#N)c(C)s1 | x | -0.3 | -14 | 2 | -1.7 | -7 | 6 | 0 | 13 | -298
O=C(NCCCN=C1NS(=O)(=O)c2ccccc21)c1ccncc1 | x | -2.1 | 3 | 18 | 0.3 | 7 | -17 | 2 | 2 | 9
CCOc1ccc(NC(=O)[C@@H](NC(=O)c2ccco2)C(C)C)cc1 | 0.4 | i | -1 | 0 | -1.0 | -3 | -23 | -4 | -5 | 6
CCC(=O)c1c[nH]c(C(=O)NCc2ccccc2OC)c1 | 0.2 | 1.5 | -5 | -2 | -1.2 | 1 | -5 | -2 | 4 | 1
COc1ccc(C2CC(c3ccccc3Cl)=NN2c2ccc(S(N)(=O)=O)cc2)cc1 (stereo not drawn) | -1.4 | -1.1 | x | x | 1.7 | 36 | 3 | x | 4 | 4
O=C1C2CCCCC2C(=O)N1c1cccc(OS(=O)(=O)c2ccccc2)c1 (stereo not drawn) | x | -0.4 | 4 | -8 | -0.9 | 4 | -13 | -5 | 0 | -4
Cn1c(SCC(=O)NC(=O)NCc2ccco2)nnc1C(F)(F)F | x | -0.4 | -5 | 18 | 0.8 | -2 | 2 | -7 | 0 | 1
CC(C)c1ccc(S(=O)(=O)N2CCN(C(=O)CCc3nc4ccccc4c(=O)[nH]3)CC2)cc1 | 2.0 | 3.0 | x | x | x | 28 | x | x | -3 | -11
CCNc1nc(SCC(=O)OC)nc(N2CCOCC2)n1 | x | -17 | 2 | 36 | -0.9 | -4 | -9 | 4 | 3 | 2

13 entries already listed, sorted by molecular weight, smallest number first:
SMILES | TcdB inh | Vc quorum ag | Rv3671c protease | DUSP3 inh | PfHsp40 rescue | Y pestis TopoI | SSB-PriA inh | SARS 3CLpro inh | Anthrax LF prot | MazEF act
CCC(=O)c1c[nH]c(C(=O)NCc2ccccc2OC)c1 | 0.2 | 1.5 | -5 | -2 | -1.2 | 1 | -5 | -2 | 4 | 1
CCNc1nc(SCC(=O)OC)nc(N2CCOCC2)n1 | x | -17 | 2 | 36 | -0.9 | -4 | -9 | 4 | 3 | 2
CCOc1ccc(NC(=O)[C@@H](NC(=O)c2ccco2)C(C)C)cc1 | 0.4 | i | -1 | 0 | -1.0 | -3 | -23 | -4 | -5 | 6
O=C(Nc1nc2nccc(-c3ccccc3)n2n1)c1ccc(F)cc1 | x | i | 2 | 5 | 0.9 | -2 | -9 | 3 | 0 | -34
CCN1CCc2c(sc(NC(=O)COc3ccccc3)c2C(=O)OC)C1 | 0.4 | i | -3 | 8 | -0.4 | 18 | -2 | -10 | -4 | -11
O=S(=O)(c1ccccc1Br)N1CCN(c2ncccn2)CC1 | 0.1 | 0.0 | 4 | 1 | 1.1 | 7 | 3 | -3 | 3 | 6
Cc1cc2c(N=NC(=O)CCc3ccccc3)c(O)[nH]c2cc1Br | x | -1.9 | -8 | -1 | -0.2 | -5 | 16 | 6 | -3 | -7
CCOC(=O)C(Cc1ccccc1)NS(=O)(=O)c1ccc(NC(C)=O)cc1 (stereo not drawn) | x | i | 1 | 35 | -0.2 | 0 | -3 | -4 | 5 | 2
CCOc1ccc(/C(O)=C2/C(=O)C(=O)N(CC3CCCO3)C2c2ccco2)cc1 (stereo not drawn) | x | 6.7 | 0 | 18 | 0.3 | 4 | x | 0 | -2 | 3
COc1ccc(C2CC(c3ccccc3Cl)=NN2c2ccc(S(N)(=O)=O)cc2)cc1 (stereo not drawn) | -1.4 | -1.1 | x | x | 1.7 | 36 | 3 | x | 4 | 4
CS(=O)(=O)N(CC(=O)NCCSCc1cccc(Cl)c1)c1ccc2c(c1)OCO2 | x | i | 3 | 3 | 0.8 | 12 | -4 | 2 | -2 | -6
CC(C)c1ccc(S(=O)(=O)N2CCN(C(=O)CCc3nc4ccccc4c(=O)[nH]3)CC2)cc1 | 2.0 | 3.0 | x | x | x | 28 | x | x | -3 | -11
CCC(=O)N1CCc2cc(Br)cc(S(=O)(=O)NCCN3CCCCC3CC)c21 (stereo not drawn) | x | i | -4 | 3 | 0.7 | 1 | 10 | -3 | 2 | 4

Next section:
SMILES | TcdB inh | Vc quorum ag | Rv3671c protease | DUSP3 inh | PfHsp40 rescue | Y pestis TopoI | SSB-PriA inh | SARS 3CLpro inh | Anthrax LF prot | MazEF act
O=C(c1cc(-c2ccccn2)nc2c(Cl)cccc12)N1CCN(S(=O)(=O)c2ccccc2)CC1 | x | -0.3 | 0 | 7 | 0.0 | -1 | 1 | 6 | 1 | -6
O=C(C1CCCN1S(=O)(=O)c1ccc(Cl)c(Cl)c1)N1CCCCC1 (stereo not drawn) | x | -0.6 | -7 | 45 | -0.1 | 1 | -19 | 0 | -2 | -3
Cc1ccc2cc(CN(c3cccc(C)c3C)S(=O)(=O)c3ccccc3)c(=O)[nH]c2c1 | 0.6 | 3.1 | -7 | 25 | -0.5 | 9 | 4 | 10 | -3 | -12
CC(Oc1ccccc1F)c1ccnc2nc(/N=C/N(C)C)nn12 (stereo not drawn) | 0.1 | i | -7 | 13 | -0.2 | 7 | x | 4 | 3 | 8
O=C(COC(=O)Cc1ccc(Br)cc1)Nc1ccc(Cl)cn1 | 0.5 | 0.6 | -8 | x | 0.9 | 14 | -5 | x | -1 | -4
CC(C)=C(NC(=O)c1ccccc1)C(=O)NCCc1nc2ccccc2[nH]1 | 0.6 | -0.4 | -6 | 72 | 0.2 | -5 | -6 | -2 | -2 | 9
CCCn1c(SCC(=O)Nc2nc(-c3ccc(OC)cc3)cs2)nc2c1c(=O)n(C)c(=O)n2C | x | -0.1 | 5 | 3 | -0.2 | 3 | -4 | 1 | -2 | 193*
CC(C)c1onc(C(=O)N(C)Cc2ccccc2)c1[N+](=O)[O-] | 7.1 | 0.3 | 0 | 4 | -0.2 | -2 | 0 | -3 | -1 | -4
Cc1nn(C(=O)c2cccs2)c(C)c1CN1C(=O)c2ccccc2C1=O | 2.3 | -1.8 | 0 | -17 | -0.1 | -6 | 8&-1 | 0 | -6 | -12
S=C(NCc1ccccc1)NCc1ccc(CNC(=S)NCc2ccccc2)cc1 | x | -0.2 | -33 | -2 | 0.6 | 11 | -3 | 4 | -1 | -3
COc1cc(C(=O)COC(=O)c2ccncc2)cc(OC)c1OC | 0.8 | -3.3 | 1 | x | 0.8 | 1 | -7 | x | -1 | -2
CCCC(CCC)C(=O)Nc1ccc2c(c1)N(C(=O)CN1CCN(C)CC1)c1ccccc1CC2 | 1.6 | -0.2 | -5 | 12 | -0.8 | 0 | -10 | 2 | -6 | 10
COc1ccc(-c2nnc(NC(=O)c3ccc(S(=O)(=O)N4COCC4(C)C)cc3)o2)cc1 | x | -7.7 | 0 | 26 | 0.1 | 4 | -15 | 2 | -2 | 1
CS(=O)(=O)Nc1ccc(C(=O)NCCSc2ccc(Cl)cc2)cc1 | 0.6 | 0.5 | -1 | 1 | 0.2 | 1 | -9 | 1 | -7 | 6
CCc1ccc(OCC(=O)O/N=C(\N)Cc2ccc([N+](=O)[O-])cc2)cc1 | x | -1.0 | 3 | 14 | -0.3 | 14 | i | 4 | 1 | -6
CC(=O)c1cc(C#N)c(SCC(=O)O)nc1C | x | i | -13 | 26 | 3.9 | -5 | -13 | 2 | 0 | 0
CCc1nnc(NS(=O)(=O)c2ccc(NC(=S)NC(=O)c3ccc(F)cc3)cc2)s1 | 1.1 | -0.3 | -14 | 8 | 0.2 | 11 | -4 | 9 | -2 | 1
CCCCOc1ccc(-c2nnc(-c3ccncc3)o2)cc1 | x | i | -4 | 24 | 0.5 | 19 | -8 | -2 | -6 | -4
CC1CCN(CCCNC(=O)c2ccc(CSCc3cccc(Cl)c3)o2)CC1 | x | -6.2 | -6 | -4 | -0.3 | 8 | 5 | -2 | -3 | 8
CC(C)C(=O)NNC(=O)CC(=O)Nc1ccccc1C(=O)O | 0.4 | -0.6 | -1 | 8 | 40* | 10 | -4 | 1 | 2 | -2
CNC(=O)c1c(NC(=O)CCS(=O)(=O)c2ccc(C)cc2)sc(C)c1C | 1.6 | -0.3 | 5 | x | -1.2 | 0 | -5&-5 | x | x | -4
O/N=C(\c1ccc(Cl)cc1)c1ncc(C(F)(F)F)cc1Cl | x | x | -11 | 35 | 3.8 | 0 | x | 6 | 0 | -2

High-throughput results: PubChem, several laboratories
